# IDH1 R132H inh: inhibitors of human mutant IDH1 R132H; O75874; IDH1-R132H enzyme, NADPH consumption, diaphorase/resazurin fluorescence; Potency, µM (doses to about 76.6 µM), without a hit: at the top dose activity change, negative = inhibition, most hits filed as inhibitors; 390,000 tested, 0.093% active; AID 602179; further: on the % scale 0 is the no-effect control and ±100 the full control effect; nearly all actives have a fitted effect of over 65% in size
# Target sequence (O75874 whole entry R132H, stated change not applied): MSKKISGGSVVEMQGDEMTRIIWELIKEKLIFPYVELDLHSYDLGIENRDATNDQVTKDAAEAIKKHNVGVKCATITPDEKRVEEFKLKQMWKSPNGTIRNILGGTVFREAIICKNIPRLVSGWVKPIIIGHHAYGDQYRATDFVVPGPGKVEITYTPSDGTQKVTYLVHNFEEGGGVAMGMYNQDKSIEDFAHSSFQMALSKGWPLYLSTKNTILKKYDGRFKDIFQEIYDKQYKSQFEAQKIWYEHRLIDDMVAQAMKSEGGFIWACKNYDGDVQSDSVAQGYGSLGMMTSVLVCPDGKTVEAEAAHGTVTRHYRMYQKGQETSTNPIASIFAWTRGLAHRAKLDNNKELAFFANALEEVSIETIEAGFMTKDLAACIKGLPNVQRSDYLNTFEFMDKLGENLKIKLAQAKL
#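 IDH1-R132H (0.5 ug/mL dispensed) in pH 7.5 Tris buffer was preincubated 30 min with compound, then given a substrate mix of 0.016 mM NADPH and 2 mM alpha-KG for 80 min at room temperature; remaining NADPH was read by diaphorase/resazurin fluorescence.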
# TrxR1 inh: blocks rat thioredoxin reductase 1; O89049; 390,000 tested, 1% active; Potency, µM (series often up to 114 µM), for inactives: at the top dose activity change, negative = inhibition, hits mostly inhibitors; recombinant rTrxR1, NADPH fluorescence consumption, selenite substrate; further: on the % scale 0 is the no-effect control and ±100 the full control effect; nearly all actives have a fitted effect of over 65% in size
#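 Rat TrxR1 (90 nM in the dispensed reagent) was pre-reduced with 400 uM NADPH for 5 min at room temperature, then incubated with compound for 15 min. After 400 uM selenite was added, NADPH fluorescence (Ex 340/Em 450 nm) was followed for 8 min.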
# RGS4 inhibitor: blocks human RGS4-accelerated GTP hydrolysis | P49798 | Transcreener GDP fluorescence polarization, RGS4-accelerated GTP hydrolysis | Potency, µM (doses to about 114 µM), for inactives: at the top dose activity change, negative = inhibition, most hits filed as inhibitors | 390,000 tested, 0.039% active; further: on the % scale 0 is the no-effect control and ±100 the full control effect; nearly all actives have a fitted effect of over 75% in size; some results filed as inactive show a strong effect at the top dose
#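 MLSMR compounds (23 nl, pin-transferred) preincubated 10 min at room temperature with a 500nM (2x) first reagent, then RGS4 at 900nM (2x) plus Transcreener GDP mix added; fluorescence polarization (620/688 nm) read before and after 90 min at 30 °C.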
# Vif-APOBEC3G blk: blocks the Vif interaction with human APOBEC3G; HeLa A3G-eYFP + Vif (tagged APOBEC3G with the HIV-1 protein that degrades it), YFP fluorescence, overnight; 410,000 tested, 0.076% active; Potency, µM (series often up to 46.1 µM), for inactives: at the top dose activity, negative = active, most hits filed as inhibitors; Q9HC16;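 further: on the % scale 0 is the no-effect control and ±100 the full control effect; nearly all actives have a fitted effect of over 60% in size; hits raise eYFP signal because A3G escapes Vif-driven loss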
#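 Read-out is eYFP fluorescence (Ex 488/Em 500-530) from Vif-expressing HeLa A3G-eYFP cells; more signal means A3G escaped Vif-mediated degradation. Cells plated overnight, compound pinned in, incubated overnight at 37 deg C.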
# RXFP1 agonist: RXFP1 (human) receptor agonism; Q9HBX9; HEK293T-RXFP1 cAMP TR-FRET, 30 min; response scale: percent of porcine relaxin response, buffer zero; Potency, µM (top dose mostly 57.5 µM), for inactives: top-dose activation, usual class: activators; 370,000 tested, 0.3% active; further: on the % scale 0 is the no-effect control and ±100 the full control effect; nearly all actives have a fitted effect of over 60% in size; many of its hits are not listed in these tables
#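 HEK293 cells stably expressing RXFP1, treated 30 min at 37C with compounds plus PDE4 inhibitor Ro 20174; cAMP measured by HTRF TR-FRET. Normalized to buffer and 29 nM porcine relaxin; EC50 by Hill fit.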
# USP1-UAF1 inh: inhibitors of human USP1/UAF1 deubiquitinase; recombinant USP1/UAF1, Ub-Rhodamine cleavage fluorescence; Potency, µM (highest dose often 57.1 µM), for inactives: at the top dose activity change, negative = inhibition, actives largely listed as inhibitors; 390,000 tested, 0.23% active; AID 743255; further: on the % scale 0 is the no-effect control and ±100 the full control effect; nearly all actives have a fitted effect of over 60% in size; inactives centre near -12
#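 Step one: compound is pinned into 1nM USP1/UAF1 in HEPES pH 7.8 buffer with TCEP. Step two: 15 min room-temperature incubation. Step three: Ub-Rho (150nM final) starts cleavage, tracked by fluorescence over six one-minute reads.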
# TrxR1 substrate: is turned over as a substrate by rat TrxR1; purified TrxR1 substrate turnover, NADPH consumption readout; Potency, µM (doses to about 114 µM), inactives show top-dose activity change, negative = substrate turnover; 390,000 tested, 0.01% active; further: on the % scale 0 is the no-effect control and ±100 the full control effect; nearly all actives have a fitted effect of over 50% in size
#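 Rat TrxR1, dispensed at 90 nM, was prereduced with 400 uM NADPH (final) for 5 min at ~22 deg C, then incubated with compound 15 min before 400 uM selenite. A first-read NADPH fluorescence drop versus no-compound background flagged substrates.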
# 12-LOX inh: inhibitors of human 12S-lipoxygenase ALOX12. P18054. purified 12hLO, xylenol orange hydroperoxide absorbance. Potency, µM (doses to about 108 µM), for the others: at the highest dose activity change, negative = inhibition, usual class: inhibitors. 580,000 tested, 1.1% active; further: on the % scale 0 is the no-effect control and ±100 the full control effect
# Target sequence (P18054 whole entry, looked up): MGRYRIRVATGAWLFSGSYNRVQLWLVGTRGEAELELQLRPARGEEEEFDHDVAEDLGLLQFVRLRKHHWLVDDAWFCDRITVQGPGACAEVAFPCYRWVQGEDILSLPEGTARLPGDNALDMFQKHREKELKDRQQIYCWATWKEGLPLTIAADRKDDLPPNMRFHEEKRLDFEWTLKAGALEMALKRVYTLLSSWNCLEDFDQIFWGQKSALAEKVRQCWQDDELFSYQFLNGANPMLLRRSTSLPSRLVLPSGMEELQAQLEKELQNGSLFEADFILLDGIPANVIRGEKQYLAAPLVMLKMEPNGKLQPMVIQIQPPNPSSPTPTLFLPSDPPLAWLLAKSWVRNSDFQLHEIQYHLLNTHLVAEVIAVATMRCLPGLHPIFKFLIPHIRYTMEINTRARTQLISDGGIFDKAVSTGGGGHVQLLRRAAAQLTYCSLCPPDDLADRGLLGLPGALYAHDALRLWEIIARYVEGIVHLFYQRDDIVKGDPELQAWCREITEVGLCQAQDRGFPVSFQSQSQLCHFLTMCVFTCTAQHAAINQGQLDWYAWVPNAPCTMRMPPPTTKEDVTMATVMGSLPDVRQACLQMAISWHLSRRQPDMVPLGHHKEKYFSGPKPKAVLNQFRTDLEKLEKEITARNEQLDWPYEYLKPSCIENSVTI
#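 Purified human 12hLO at 150 nM in 25 mM Hepes, 0.01% Triton X-100, pH 7.0, preincubated 15 min at room temperature with compound. Reaction started with 40 uM arachidonic acid, 30 min at room temperature. Hydroperoxide measured by Fe-xylenol orange, 573/405 nm absorbance ratio.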
# Vif-A3F inh: Vif-A3F binding inhibition; 390,000 tested, 0.2% active; HeLa A3F-eYFP + Vif (tagged APOBEC3F with the HIV-1 protein that degrades it), YFP fluorescence increase; Potency, µM (top dose mostly 46.1 µM), for the others: at the top dose activity, negative = active; AID 602313; further: % of control where 0% means no effect; nearly all actives have a fitted effect of over 65% in size
#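 Fluorescence increase (Ex 488/Em 500-530) after overnight compound treatment at 37 deg C flags inhibition of Vif-driven A3F-eYFP loss in stable HeLa A3F-eYFP/Vif cells seeded overnight beforehand.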
# * marks the source's active call; other numbers are inactive results; u = inconclusive; x = not tested or not shown; & = joins results of further samples; [ ] = dose if it differs, or a comment. The call rests on the fitted dose curve; in most records, active means well fitted curve in the direction sought with a large enough effect; inconclusive means small, poorly fitted or top-dose-only effect, or another doubt; inactive means no such curve, though single readings can be large; an effect the other way counts as inactive or inconclusive. Potency means the concentration at half of the fitted maximal effect. Only part of the results is shown, so the mix of outcomes need not match the whole.
SMILES,IDH1 R132H inh,TrxR1 inh,RGS4 inhibitor,Vif-APOBEC3G blk,RXFP1 agonist,USP1-UAF1 inh,TrxR1 substrate,12-LOX inh,Vif-A3F inh
COc1ccccc1C(=O)Nc1nc2nc(-c3ccccc3)cc(=O)n2[nH]1,1%&11%,5%&-13%,-19%&4%,-1%&-1%,0.4%&-1.0%,1%&-4%,2%&-6%,-21%&0%,3%&-4%
COC(=O)/C=C(\C)NC(=O)c1ccc(F)cc1,6%,3%,28%,8%,-0.6%,-6%,-10%,0%,3%
COc1ccccc1NC(=O)Cc1ccsc1,2%,31%,4%,-3%,0.3%,-22%,10%,-7%,3%
COc1ccccc1N1CCN(C(=O)CSc2nnc(NC(=O)C3CC3)s2)CC1,5%,-3%,21%,2%,0.1%,-5%,-6%,0%,-5%
CCOc1ccccc1-c1nc2c(s1)CCc1onc(-c3ccc(OC)cc3)c1-2,8%,35%,-4%,2%,x,-34%,6%[57.1 µM],4%,-12%
O=C(Nc1nc2ccc(Cl)cc2s1)c1ccc(S(=O)(=O)N2CCCC2)cc1,8%,5%[57.1 µM],-22%,4%,12%,-11%,-1%[57.1 µM],-10%,1%
Cc1ccc(SCCC(=O)N(C)CC(=O)Nc2c(C)cccc2C)cc1,1%,-12%,-17%,0%,-1.5%,-8%,-16%,0%,2%
CCNC(=O)COC(=O)c1cc(-c2ccccc2)nn1-c1ccccc1,-2%,21%,u,-4%,0.9%,-17%,7%,-14%,-43%
Oc1c(Br)cc(Br)cc1/C=N/c1nc2c(s1)CCCC2,0%,-25%,-42%,4%,x,-20%,-8%,x,2%
Cc1cccc(-n2c(SCc3ccc([N+](=O)[O-])cc3)nnc2-c2c[nH]c3ccccc23)c1,0%,24%,2%[56.9 µM],-3%,2.9%,-26%,-2%,-9%,5%
Cc1cc(Nc2nc3ccccc3nc2Cl)n(-c2ccccc2)n1,3%,-14%,-10%,-29%,3.5%,-6%,-9%,-4%,-12%
CC(OC(=O)c1cccc(S(=O)(=O)Nc2cccc(C(F)(F)F)c2)c1)C(=O)Nc1ccc2c(c1)OCCO2 (stereo not given),-2%,1%,-19%,-9%,-3.4%,-10%,-14%,-16%,1%
CCOC(=S)SCC(=O)Nc1nc(C)c(C)s1,1%,22%,-28%,u,0.0%,-6%,0%,7%,-13%
O=C(CCc1ccccc1)Nc1ccccc1,8%,23%[57.1 µM],-26%,-2%,3.3%,-12%,-8%[57.1 µM],-6%,7%
Cc1ccc(SCc2cc(-c3ccc(Cl)cc3)on2)cc1,4%,14%[57.1 µM],10%,-1%,-0.3%,2%,8%[57.1 µM],0%,-11%
CCn1nc(C)c(NC(=O)c2ccc(Cl)cc2)c1C,14%,18%,-4%,0%,1.1%,5%,3%,u,-11%
COc1ccc(C(=O)Nc2ccc3c(c2)CCCN3S(=O)(=O)c2ccc(C)cc2)c(OC)c1,13%,12%[57.1 µM],-14%,-3%,-0.2%,-29%,1%[57.1 µM],3%,5%
CCCn1c2ccccc2c2nc3ccccc3nc21,8%,-11%,-38%,1%,2.5%,-22%,-4%,0%,-6%
Cc1nn(Cc2ccc(Cl)cc2)c(C)c1NC(=O)CSc1nc2c(c(C(F)(F)F)n1)CCc1ccccc1-2,-9%,22%,5%,0%,1.3%,-20%,6%,-8%,-14%
CN1CCN(S(=O)(=O)c2ccc(NC(=S)NC(=O)C3CC3)cc2)CC1,-1%,2%[57.1 µM],-26%,0%,0.0%,-6%,11%[57.1 µM],1%,-6%
COc1ccc(-c2c(-c3ccccc3OC)sc3ccccc23)cc1OC,1%,11%,3%,-11%,3.0%,-23%,8%,3%,-3%
COc1cc(/C=C2\SC(=Nc3ccc(O)cc3)NC2=O)cc(OC)c1OC,-9%,-7%,-12%,u,-0.6%,1%,-10%,-2%,-15%
Cc1cccc(-n2c(N)cc(=O)nc2SCC(=O)NC2CCCCC2)c1,0%,-2%,5%,-2%,1.4%,4%,-5%,x,0%
Cc1nc2ccccn2c1C(=O)N/N=C/c1ccc(F)cc1,1%,12%,9%,-1%,1.2%,-9%,-7%,0%,-9%
CC1CCN(C(=O)COC(=O)CCC(=O)c2ccc(F)cc2)CC1,11%,11%,-6%,-2%,x,-7%,9%[57.1 µM],-9%,4%
CC(C)(C)c1ccc(-c2nnc(SCC(=O)NC3CCS(=O)(=O)C3)n2N)cc1 (stereo not given),1%,15%[57.1 µM],-46%,1%,4.1%,-21%,6%,u,15%
NC(=O)c1ccc(-n2nnnc2SCC(=O)Nc2ccc(F)cc2)cc1,4%,u,13%,-3%,0.1%,-3%,-7%,0%,-10%
COc1ccc(C(=O)Nc2cc3c4c(c2)C(C)C(=O)N4CCC3)cc1OC (stereo not given),3%,-3%,5%,2%,-0.3%,-7%,-9%,-23%,3%
CC1(C)CC(=O)c2cc(-c3nc(-c4ccc(Cl)cc4)cs3)c(=O)[nH]c2C1,0%,7%,-27%,3%,11%,1%,4%,-18%,-21%
Cc1ccc(C(=O)NCC(=O)NCc2ccc(Cl)cc2)s1,7%,-2%[2.29 µM],7%,0%,x,-14%,8%[57.1 µM],-2%,3%
C/C(=N\NC(=O)c1n[nH]c2c1CCC2)c1ccco1,10%,9%[57.1 µM],4%,-3%,-0.9%,-8%,1%[57.1 µM],230%[activator],-4%
O=S(=O)(NCCSc1nc2ccccc2o1)c1ccccc1,0%,11%[57.1 µM],-40%[11.4 µM],-3%,2.9%,-9%,-7%[57.1 µM],0%,-9%
Nc1nc(N2CCN(Cc3ccccc3)CC2)n[nH]1,-18%,-1%[57.1 µM],9%,1%,-1.1%,-5%,-2%[57.1 µM],5%,8%
CCn1cc(/C=N/NS(=O)(=O)c2ccc(OC)cc2)c(C)n1,6%,-12%,-18%,0%,-1.7%,1%,10%[57.1 µM],-5%,2%
Cc1ccc(-c2nc(CSCC(=O)NCCN3CCN(Cc4ccccc4)CC3)c(C)o2)cc1,0%,16%,1%,2%,0.3%,-22%,7%,-16%,-2%
CCCCN(C)C(=S)Nc1ccc2nc(N3CCN(CC)CC3)cc(C)c2c1,-1%,14%,15%[11.4 µM],1%,4.4%,-1%,0%,6%,-1%
Cc1cccc(N2CCN(C(=O)c3cnn(-c4ccccc4)c3C3CCN(C(=O)OC(C)(C)C)CC3)CC2)c1C,-6%,3%,3%,4%,-1.0%,-25%,-10%,-32%,-1%
COc1ccc(C(=O)c2cn(Cc3cccc(C)c3)c3cc4c(cc3c2=O)OCO4)cc1,-12%,12%,-11%,5%,u,-17%,0%,-16%,1%
Cc1ccc2c(CC(=O)Nc3c(C(=O)Nc4cccc(Cl)c4)oc4ccccc34)coc2c1C,0%,41%[activator],-5%,-7%,1.8%,-11%,32%[activator],6%,4%
N#Cc1nc(COc2ccc(-c3ccccc3)cc2)oc1N1CCC(C(N)=O)CC1,x,1%,12%,0%,x,x,2%,x,x
COc1ccc2nc(NCc3ccc(OC)c(OC)c3OC)sc2c1,3%,10%,6%,2%,x,-22%,-3%,289%[activator],7%
CCCCn1nnc(NC(=O)C(c2ccccc2)c2ccccc2)n1,-5%,18%,10%,-1%,0.3%,-10%,2%,0%,-7%
CN(C(=O)c1ccc2nc(N)sc2c1)c1ccccc1,-4%,22%,-24%,-4%,-1.5%,-21%,4%,11%,-15%
CCOc1ccc(NC(=O)Cn2c(=O)c(CNc3ccccc3)cc3cc4c(cc32)OCCO4)cc1,-13%,-6%,4%,-4%,0.7%,u,-8%,111%[activator],7%
O=C(O)C(Oc1ccc(Cl)cc1)c1ccc(Cl)cc1 (stereo not given),5%,-9%[2.29 µM],5%,2%,x,-7%,-8%[2.29 µM],-13%,4%
CN(C)c1ccc(CNC(=O)CN2C(=O)CCn3nc(-c4cn(C)c5ccccc45)cc32)cc1,-6%,14%[57.1 µM],-28%,0%,0.8%,-27%,-2%[57.1 µM],u,0%
C/C(=C\C=C\c1ccccc1)C(=O)c1c(C)cc(C)[nH]c1=O,0%,-25%,1%[11.4 µM],0%,0.5%,-9%,-14%,-21%,1%
CCOC(=O)c1nn2c(C(F)(F)F)cc(-c3ccc(C)cc3)nc2c1Cl,-24%,14%,21%,-1%,-3.8%,-2%,-2%,-10%,-4%
O=C(NCCN1CCCCC1)c1ccc(=O)oc1,0%,-22%[57.1 µM],38%,-1%,1.1%,-8%,9%[57.1 µM],-3%,-1%
Nc1nc(-c2ccccn2)nc(N)c1Cc1ccc(Cl)cc1Cl,-3%,12%,4%,1%,0.5%,-21%,0%,7%,0%
CCOc1cc(-c2noc(CCCC(N)=O)n2)cc(Br)c1OC,6%,6%,12%,-1%,-1.7%,0%,2%,-13%,2%
COc1ccc(OC)c(CN2CCN(C(=O)CNC(=O)c3ccccc3F)CC2)c1,0%,-1%[2.29 µM],-2%,6%,x,-2%,-3%[2.29 µM],-28%,-14%

# Record cards (already shown). Screens in order: IDH1 R132H inh, TrxR1 inh, RGS4 inhibitor, Vif-APOBEC3G blk, RXFP1 agonist, USP1-UAF1 inh, TrxR1 substrate, 12-LOX inh, Vif-A3F inh
# Record of CCOc1cc(-c2noc(CCCC(N)=O)n2)cc(Br)c1OC = 6%, 6%, 12%, -1%, -1.7%, 0%, 2%, -13%, 2%
# Record of COc1ccc(OC)c(CN2CCN(C(=O)CNC(=O)c3ccccc3F)CC2)c1 = 0%, -1%[2.29 µM], -2%, 6%, x, -2%, -3%[2.29 µM], -28%, -14%
